# PKA-R2B activ: activators of human PKA-R2B complex; AID 504700; activation, % at 11.4 µM; PKA-R2B holoenzyme dissociation, Cy5-IP20 fluorescence polarization; R2B truncated from residue 108, S112A mutant; 0% DMSO only, 100% 113 µM cGMP; actives 0.079% (n = 340,000); P22694+P31323;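 active = activation above a cutoff set at the mean over all compounds plus 3 SD, cut at about 18% in these data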;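 also: higher means more holoenzyme dissociation and a rise in polarization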
# HTR5A ag: HTR5A agonism, opioid heterodimer counter-screen. HTR5A agonist assay, luminescence, cell-based. activation, % at 9.3 µM. actives 0.61% (n = 340,000). AID 504692; in the data active = activation mostly above about 9.5%, no sharp cut-off; inactive = mostly below about 7.6%;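 also: 0% = cells with vehicle only and 100% = reference agonist; strong numbers were not always called active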
# Target sequence (P47898 whole entry, looked up): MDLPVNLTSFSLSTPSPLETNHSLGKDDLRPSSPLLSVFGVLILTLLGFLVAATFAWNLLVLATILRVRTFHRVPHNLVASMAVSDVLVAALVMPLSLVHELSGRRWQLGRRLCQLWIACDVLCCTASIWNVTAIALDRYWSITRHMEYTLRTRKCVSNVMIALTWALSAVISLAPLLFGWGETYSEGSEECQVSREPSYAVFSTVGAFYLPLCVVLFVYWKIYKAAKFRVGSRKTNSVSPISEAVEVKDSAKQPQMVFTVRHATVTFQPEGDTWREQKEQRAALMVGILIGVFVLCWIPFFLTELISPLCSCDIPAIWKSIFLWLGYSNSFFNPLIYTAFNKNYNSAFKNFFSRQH
# E coli growth: counter-screen for AddAB inhibitors: E. coli growth inhibition | inhibition, % at 11.9 µM | AID 449728 | actives 0.27% (n = 330,000) | E. coli V3065 growth, OD600 absorbance, 18 h;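 active = inhibition above the campaign's mean inhibition across all tested compounds plus 3 SD, cut at about 9.9% in these data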;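 also: uninfected addAB+ strain grown without phage in ampicillin broth; 0% = DMSO wells and 100% = ciprofloxacin 0.95 µg/ml wells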
# PKA-R1A activ: activates the PKA-R1A holoenzyme complex; AID 504707; actives 0.083% (n = 340,000); activation, % at 11.4 µM; P00514+P68181; PKA-R1A dissociation, Cy5-IP20 fluorescence polarization; scaled: DMSO 0%, 113 µM cGMP 100%;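 active = percent activation above the mean of all tested compounds plus 3 SD, cut at about 19% in these data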;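 also: higher means more PKAc released from R1A so a rise in polarization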
# DAGLB inh: blocks human DAGLB lipase activity | Q8NCG7 | HEK293T DAGLB membrane lysate, EnzChek fluorogenic substrate | inhibition, % at 5.17 µM | actives 0.059% (n = 340,000); in the data active = inhibition above about 34%;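 also: 0% = enzyme with vehicle and 100% = wells lacking enzyme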
# phage Ecoli inh: E. coli growth loss with phage present. growth absorbance. inhibition, % at 11.9 µM. actives 0.26% (n = 360,000). AID 651602; in the data active = inhibition above about 11%
# AddAB inh: less growth of phage-infected E. coli with AddAB; AID 435030; inhibition, % at 11.9 µM; actives 0.29% (n = 330,000); E. coli expressing H. pylori AddAB, absorbance growth; in the data active = inhibition above about 12%;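 also: 0% = vehicle wells of infected cells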
# Tat transport: E. coli Tat transport inhibition | E. coli MC4100 TorA-mCherry Tat export, fluorescence | inhibition, % at 10 µM | actives 0.036% (n = 340,000);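 active = mean replicate inhibition at least 50% and at least half of replicates individually reaching 50%; inconclusive = only one of the two criteria met; inactive = neither criterion met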;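 also: exported cargo escapes ClpAP degradation while cytoplasmic cargo is degraded and loses fluorescence; 0% = median of neutral control wells and 100% = median of NaSCN control wells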
# Mot1-301 SUMO: blocks SUMOylation pathway, rescuing yeast Mot1-301 growth; S. cerevisiae Mot1-301 growth rescue, ATP luminescence, 38.5C; percent above DMSO median, 100 means doubled; growth rescue, % at 18.8 µM; actives 1% (n = 320,000);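 active = every valid replicate shows activation above 250% relative to neutral control wells; inactive = the rest, any valid replicate at or below 250%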;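 also: OY570 slx delta 5 strain wells were the positive control but not used for scaling; some compounds called inactive have numbers as strong as hits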
# CDK5 inh: inhibitors of human CDK5/p35 kinase. Q00535+Q15078. Recombinant CDK5/p35, ADP-Glo luminescence, 60 min. inhibition, % at 10 µM. actives 0.01% (n = 330,000). AID 488839;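 active = highest replicate inhibition of at least 50% and at least 75% of replicates reaching 50%; inconclusive = only one of the two criteria met; inactive = both criteria failed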;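 also: plate controls were DMSO neutral control for no effect and GW8510 at 10 µM for full effect; many of its hits are not listed in these tables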
# Target sequence (Q00535 whole entry, looked up): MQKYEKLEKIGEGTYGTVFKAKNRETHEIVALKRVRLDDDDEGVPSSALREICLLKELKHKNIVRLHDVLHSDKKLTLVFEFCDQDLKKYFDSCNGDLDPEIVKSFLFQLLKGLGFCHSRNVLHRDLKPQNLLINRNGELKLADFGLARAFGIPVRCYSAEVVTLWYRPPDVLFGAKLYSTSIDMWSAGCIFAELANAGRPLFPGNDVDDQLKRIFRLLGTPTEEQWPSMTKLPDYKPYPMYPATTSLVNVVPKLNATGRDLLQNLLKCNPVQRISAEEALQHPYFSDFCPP
# Target sequence (Q15078 whole entry, looked up): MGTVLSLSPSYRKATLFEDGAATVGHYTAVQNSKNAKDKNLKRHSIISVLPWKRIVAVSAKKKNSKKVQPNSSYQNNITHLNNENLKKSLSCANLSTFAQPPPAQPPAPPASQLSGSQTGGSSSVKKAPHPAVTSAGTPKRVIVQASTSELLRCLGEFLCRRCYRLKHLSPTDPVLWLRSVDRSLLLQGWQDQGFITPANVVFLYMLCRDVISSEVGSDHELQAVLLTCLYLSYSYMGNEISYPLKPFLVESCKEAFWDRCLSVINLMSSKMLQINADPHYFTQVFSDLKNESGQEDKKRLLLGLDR
# HTR5A inv ctr: counter-screen for OPRM1-OPRD1 inverse agonists: human HTR5A inverse agonism; AID 504634; P47898; HTR5A cell line, luminescence; actives 0.083% (n = 340,000); inhibition, % at 9.3 µM; in the data active = inhibition mostly above about 23%, no sharp cut-off; inactive = mostly below about 18%;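 also: 0% = cells with DMSO and 100% = no-cell wells with DMSO; some compounds called inactive have numbers as strong as hits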
# * marks the source's active call; other numbers are inactive results; ? = inconclusive; / = not tested or not shown; + = active, no number.
SMILES	PKA-R2B activ	HTR5A ag	E coli growth	PKA-R1A activ	DAGLB inh	phage Ecoli inh	AddAB inh	Tat transport	Mot1-301 SUMO	CDK5 inh	HTR5A inv ctr
Cc1nc2ccc(NC(=O)c3ccc(S(=O)(=O)N4CCOCC4)cc3)cc2s1	-2	-5	1.5	5	-3	0.8	2.7	22	+	-1.0	3
Cc1nnc(NS(=O)(=O)c2ccc(Br)cc2)s1	-6	0	-3.9	-10	-1	2.1	0.0	-14	-5	-3.5	-2
CCCCNC(=S)NNC(=O)C1=NN(c2cc(C)ccc2C)C(=O)CC1	-4	1	2.0	0	1	-0.6	1.3	11	1	1.1	-12
CCOc1ccc(CCNC(=O)COc2cccc(-n3cnnn3)c2)cc1OCC	-3	2	-0.8	-2	2	2.8	0.7	3	-19	-1.4	-5
COc1cccc(CNC(=O)C2CCC(CNS(=O)(=O)c3cccc4nsnc34)CC2)c1 (stereo unspecified)	-7	10	-0.3	-5	-4	1.4	1.0	-11	5	-0.7	-29
CC(C)N1C(=O)CCC1C(=O)N1CCC(Cc2ccccc2)CC1 (stereo unspecified)	-3	6	-0.2	2	2	1.8	0.6	-16	7	1.8	-15
O=C(Cc1ccc(F)cc1)Nc1c2c(nn1-c1cccc(Cl)c1)CS(=O)C2 (stereo unspecified)	-9	7	-2.5	9	-1	1.6	1.8	-5	410	0.7	-3
Cc1cc(=O)[nH]c(Nc2c(C)n(C)n(-c3ccccc3)c2=O)n1	4	6	0.4	3	-1	0.2	0.6	3	673	-0.1	2
C=CCn1c(SCC(=O)NC)nnc1C12CC3CC(CC(C3)C1)C2	-8	3	-0.2	1	1	1.0	-1.0	-3	-4	0.3	-11
CCOC(=O)c1ccc(N=C2SC(C(=O)NCCc3ccccc3)CC(=O)N2C)cc1 (stereo unspecified)	-6	2	-1.7	3	-1	2.7	1.4	-1	18	-0.8	-5

# The list goes on.
SMILES	PKA-R2B activ	HTR5A ag	E coli growth	PKA-R1A activ	DAGLB inh	phage Ecoli inh	AddAB inh	Tat transport	Mot1-301 SUMO	CDK5 inh	HTR5A inv ctr
Nc1nc2ccc(C(=O)Nc3ccc(N4CCOCC4)cc3)cc2s1	-5	-2	0.4	-7	5	3.6	-1.6	4	-10	0.3	6
O=C(NCCCC(=O)N1CCCCC1)c1ccc(Cl)cc1	-2	2	/	10	-1	0.6	/	-1	82	0.7	-6
CCCCN(C)C(=O)c1cc2cc([N+](=O)[O-])cc(OC)c2oc1=O	-14	-1	3.0	-11	0	1.8	-0.4	?	/	0.5	4
Cc1cccc(NC(=O)CNC(=O)C23CC4CC(CC(Cl)(C4)C2)C3)n1	-11	13	0.0	-3	-1	3.3	2.0	-4	-6	0.4	11
COc1ccc(N(CC(=O)Nc2cc(C)cc(C)c2)S(=O)(=O)c2ccccc2[N+](=O)[O-])c(OC)c1	-5	-2	-2.0	9	-3	4.1	4.2	-15	-19	-1.3	8
CC1=C(C(=O)Nc2cc(C(=O)N3CCN(c4cccc(C)c4C)CC3)ccc2C)SCCO1	2	-2	-1.0	-8	-3	1.2	2.7	1	4	/	-9
Cc1ccc(NC(=O)NC2=N/C(=C(/C#N)C(=O)N3CCCC3)c3ccccc32)cc1	-3	3	-2.7	-4	1	-0.5	-1.5	0	6	-0.6	0
CC(=O)N/C(=C\c1ccccc1)C(=O)OCC(=O)c1c(N)n(C)c(=O)n(C)c1=O	1	-4	1.4	0	-1	-0.4	1.2	0	-20	1.1	16
CC(C)(C)c1ccc(CSc2nnc(-c3ccccn3)n2Cc2ccco2)cc1	-14	-5	-0.1	-4	-5	2.4	-0.8	18	/	-2.0	2
COC(=O)c1sccc1N/N=C/c1ccc(OC)c(OC)c1OC	-13	0	0.3	-5	-4	4.4	5.7	3	15	0.1	0

# (more compounds)
SMILES	PKA-R2B activ	HTR5A ag	E coli growth	PKA-R1A activ	DAGLB inh	phage Ecoli inh	AddAB inh	Tat transport	Mot1-301 SUMO	CDK5 inh	HTR5A inv ctr
CCCCn1c(N)c(N(CC(C)C)C(=O)CC(NC(=O)c2ccccc2)c2ccccc2)c(=O)[nH]c1=O (stereo unspecified)	-4	1	-0.5	7	2	2.1	-0.5	-8	-10	-0.6	-24
Cc1cccc(N2CCN(S(=O)(=O)c3ccc4c(c3)n(C)c(=O)c(=O)n4C)CC2C)c1 (stereo unspecified)	0	-5	-3.0	-13	1	0.8	1.2	25	3	-16	11
Cc1nn(C)c(C)c1/C=N/NC(=O)CCn1nc(C)c([N+](=O)[O-])c1C	-10	0	2.2	-6	2	1.0	3.0	-1	-4	-0.1	5
CCC(=O)Nc1ccc(C(=O)CSc2nnc(-c3ccc(O)cc3)n2CC2CCCO2)cc1 (stereo unspecified)	-6	0	0.7	4	1	2.8	2.3	-3	-19	-0.8	-10
CCC(C)NCC(=O)Nc1ccc(S(N)(=O)=O)cc1 (stereo unspecified)	/	/	2.4	/	/	2.5	-0.8	0	-1	-0.4	/
CCC(C)[C@H](NC(=O)N1CCC(Cc2ccccc2)CC1)C(=O)O (stereo partly specified)	9	-3	0.5	4	-2	3.8	1.5	0	13	-0.7	10
FC(F)Oc1cccc(NC(=S)N2CCN(c3ccccn3)CC2)c1	-14	-3	-1.2	-6	-2	7.3	-0.7	0	4	0.5	8
Nc1c(C(=O)Nc2ccccc2)sc2nc3c(c(-c4ccco4)c12)CCCC3	-10	1	0.6	-2	-6	-1.4	3.0	0	-30	-0.1	17
CCc1nnc(NC(=O)CSc2nnc(CNc3ccc(C)cc3)n2C)s1	-1	2	0.2	3	1	1.7	-2.5	2	0	0.7	-15
O=C(CSc1nnc(NC(=O)c2ccccc2C(=O)O)s1)Nc1ccccc1Cl	-14	-3	0.3	3	4	4.1	2.6	10	95	2.1	8

# (next part)
SMILES	PKA-R2B activ	HTR5A ag	E coli growth	PKA-R1A activ	DAGLB inh	phage Ecoli inh	AddAB inh	Tat transport	Mot1-301 SUMO	CDK5 inh	HTR5A inv ctr
COc1ccc2nc(NC(=O)c3ccc(Br)s3)sc2c1	8	-3	-0.6	5	-1	4.0	1.1	34	/	-0.3	25
COc1ccccc1N(CC(=O)NCCSc1ccccc1)S(=O)(=O)c1ccccc1	5	13	-0.6	-1	0	2.0	-1.0	7	3	-1.6	-31
COC(=O)c1scc(C)c1N/N=C(\C)c1ccc(F)cc1	-4	1	-1.8	-2	-4	1.6	0.6	0	10	-4.8	-2
CC[C@@H](C)[C@@H]1CN([C@@H](C)CN2CCC[C@H]2CN2C(N)=NC[C@H]2CC(C)C)C(=N)N1CCCC1CCCC1	-1	5	0.0	-12	2	0.7	1.5	-5	/	0.3	-18
CS(=O)(=O)Nc1ccc2c3c(cccc13)CC2	4	1	-0.2	2	0	2.7	0.2	2	/	2.1	2
CCCCCN(C(=O)CCC(=O)OCc1cccc(Cl)c1)c1c(N)n(CCCC)c(=O)[nH]c1=O	4	9	-0.7	-3	4	3.5	0.4	-6	/	-0.4	-24
Cc1cc(Cl)nc2ccc(Cc3ccc4nc(Cl)cc(C)c4c3)cc12	-9	-2	-3.0	3	-9	0.6	0.0	-1	-1	-2.0	8
CS(=O)(=O)N1N=C(c2cccs2)CC1c1ccc(F)cc1 (stereo unspecified)	-2	2	-2.1	-6	-3	0.3	0.5	1	-14	-2.1	-5
Cc1ccc(-n2nc3c(=O)n(C(C)C(=O)NCc4ccc5c(c4)OCO5)nc(C)c3c2C)cc1 (stereo unspecified)	-7	2	0.3	-1	1	1.0	-0.2	-7	2	/	-6
OCc1cc(-c2ccccn2)no1	-8	2	3.4	-2	1	1.7	2.3	5	10	0.9	9

# (further entries)
SMILES	PKA-R2B activ	HTR5A ag	E coli growth	PKA-R1A activ	DAGLB inh	phage Ecoli inh	AddAB inh	Tat transport	Mot1-301 SUMO	CDK5 inh	HTR5A inv ctr
COc1ccccc1C(=O)NNC(=O)CCC(=O)NCc1ccccc1	-9	-1	0.7	-5	0	-1.3	-2.2	-7	1	0.1	2
O=C(NC1CCCCC1)c1cc(S(=O)(=O)N2CCCCC2)ccc1N1CCOCC1	-6	-5	0.3	-19	-3	6.7	1.1	1	3	-3.2	13
CCOC(=O)CN=C1CC(C)(C)CC2=C1Sc1ncnc(N(C)C)c1N2	-3	1	43*	8	1	/	20*	-4	/	0.9	-2
Cc1cc(Nc2ccc3c(c2)OCCO3)c2ccccc2n1	-1	4	1.2	2	-2	2.5	2.2	-4	3	-0.9	-11
O=C(Nc1cc(Cl)cc(Cl)c1)C(NCC1CCCO1)c1ccccc1 (stereo unspecified)	2	0	0.8	-7	-4	2.4	2.4	3	-8	0.7	5
CCC(=O)c1ccc(OC)c(OC)c1O	-13	-1	2.3	-6	3	-0.5	1.0	-2	-2	0.6	4
COc1cc(C)c(NC(=O)C(=S)N2CCCC2)cc1C	-6	6	-2.1	3	0	-1.7	-0.5	-1	266	0.6	10
O=C(Nc1cc(S(=O)(=O)N2CCOCC2)ccc1N1CCCC1)c1cnccn1	-1	8	1.6	5	2	2.4	1.8	14	181	0.2	6
Cc1ccc(NC(=O)CN2C(=S)NC(C)(C)CC2C)cc1Cl (stereo unspecified)	-2	-1	-1.5	-6	0	0.0	-0.2	-2	72	2.9	-6
CCCCNC(=O)CCn1c(=O)c2ccccc2n(Cc2ccc(F)cc2)c1=O	11	-1	1.7	22*	-1	4.7	1.7	-5	-8	0.9	3

# Following part:
SMILES	PKA-R2B activ	HTR5A ag	E coli growth	PKA-R1A activ	DAGLB inh	phage Ecoli inh	AddAB inh	Tat transport	Mot1-301 SUMO	CDK5 inh	HTR5A inv ctr
CCC(C)[C@H](NC(=O)Nc1ccc(Oc2ccccc2)cc1)C(=O)O (stereo partly specified)	6	2	-0.2	-8	0	2.0	3.2	4	-5	0.1	9
CCN(CC)CCN1C(=O)c2oc3ccc(F)cc3c(=O)c2C1c1ccncc1 (stereo unspecified)	7	0	-0.3	-12	-1	-0.1	0.8	1	-10	5.4	-12
Cc1ccc(NS(=O)(=O)c2ccc3c(c2)NC(=O)CO3)c(C)c1	-7	-4	3.6	-4	2	1.9	3.4	0	-30	-0.7	1
Clc1ccc(-c2noc(COc3ccccc3)n2)cc1	-13	-2	0.7	-15	-24	-0.2	0.7	-4	51	-1.8	-9
Cc1ccc(N2CC(C(=O)Nc3nnc(SCc4ccccn4)s3)CC2=O)cc1 (stereo unspecified)	-1	8	-1.0	3	2	0.9	1.5	2	-15	-1.1	5
CC1Cc2ccccc2N1C(=O)CN1C(=O)NC(C)(CCc2ccccc2)C1=O (stereo unspecified)	-2	2	-2.0	-7	-7	0.9	1.8	4	1	0.0	-13
COc1ccc(CCNC(=O)C2C3CCC(C3)C2C(=O)O)cc1OC (stereo unspecified)	-10	-2	-1.9	-13	-2	8.3	1.7	7	13	0.0	2
Cc1cc(C(=O)N/N=C/c2cc(Br)cc([N+](=O)[O-])c2O)c2ccccc2n1	-2	-3	0.8	-18	15	4.2	2.7	-8	-9	1.1	11
CCOCCn1c(=O)c2c(nc3n2CC(C)CN3Cc2ccccc2)n(C)c1=O (stereo unspecified)	-1	-3	1.0	-12	2	4.6	1.3	-2	20	0.5	10
COc1cccc(NC(=S)NC(=O)c2cncc(Br)c2)c1	2	-10	0.2	9	-17	4.2	2.1	1	983*	0.2	13

# Bioassay records: PubChem BioAssay, several laboratories
